# EBI2 antag: antagonists of human EBI2 receptor | EBI2 beta-arrestin recruitment, luminescence, 7a,25-OHC stimulated | inhibition, % at 5 µM | 360,000 tested, 0.81% active | AID 651636; in the data active = inhibition above about 38%;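 note: enzyme fragment complementation signal reports receptor beta-arrestin coupling in cells; 0% = agonist plus DMSO wells and 100% = wells without agonist; some results beyond the cut were filed as inactive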
# Target sequence (P32249 whole entry, looked up, the tested form may be a part): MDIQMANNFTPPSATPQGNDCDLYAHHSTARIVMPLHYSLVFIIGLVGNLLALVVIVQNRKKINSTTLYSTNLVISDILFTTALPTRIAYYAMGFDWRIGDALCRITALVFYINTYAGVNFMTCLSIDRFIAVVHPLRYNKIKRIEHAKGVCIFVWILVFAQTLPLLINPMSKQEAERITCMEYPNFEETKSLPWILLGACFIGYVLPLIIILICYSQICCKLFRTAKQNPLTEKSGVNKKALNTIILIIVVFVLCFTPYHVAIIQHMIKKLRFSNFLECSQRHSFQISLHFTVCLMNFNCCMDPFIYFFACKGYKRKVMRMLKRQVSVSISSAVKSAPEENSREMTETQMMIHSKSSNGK
# CCR6 antag: blocks CCL20-driven beta-arrestin recruitment at human CCR6. 340,000 tested, 0.49% active. AID 493098. inhibition, % at 20 µM. P51684. CHO-K1 CCR6 PathHunter beta-arrestin, luminescence, CCL20-stimulated;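 active = compounds whose inhibition of the agonist-driven luminescence signal at 20 µM reaches about 50%, limit read from the data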;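 note: cells stimulated with CCL20 at 14 nM final; plate controls were DMSO with CCL20 for no effect and DMSO without agonist for full effect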
# Target sequence (P51684 whole entry, looked up): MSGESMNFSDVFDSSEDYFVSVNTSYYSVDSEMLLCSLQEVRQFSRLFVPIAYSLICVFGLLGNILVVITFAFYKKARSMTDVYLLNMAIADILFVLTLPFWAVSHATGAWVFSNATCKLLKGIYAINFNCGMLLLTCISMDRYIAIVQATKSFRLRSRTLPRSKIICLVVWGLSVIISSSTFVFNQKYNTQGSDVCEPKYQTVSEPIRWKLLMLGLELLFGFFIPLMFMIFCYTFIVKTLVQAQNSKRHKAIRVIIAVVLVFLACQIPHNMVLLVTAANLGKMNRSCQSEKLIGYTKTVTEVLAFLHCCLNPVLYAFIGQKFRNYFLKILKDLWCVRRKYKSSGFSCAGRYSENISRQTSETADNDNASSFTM
# 697 NFkB inh: lowers PMA/ionomycin-induced NF-kB signal in 697 B cells; 697 B-cell NF-kB luciferase reporter, 16 h; inhibition, % at 4 µM; 330,000 tested, 0.33% active; AID 435022; in the data active = inhibition above about 35%
# XBP1 UPR activ: adaptive UPR (XBP1) activation; 330,000 tested, 0.33% active; CHO-XBP1 luciferase reporter, IRE1-XBP1 UPR activation, luminescence; percent of tunicamycin response, DMSO as zero; activation, % at 20 µM;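 active = versus positive control, 20 µM dose yields 30% or more activation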;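 note: 100% = tunicamycin at 10 µg/mL and 0% = DMSO only wells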
#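 Test system: CHO-XBP1 luciferase reporter cells | Buffer or medium: Serum-containing F12 medium, 10% FBS | Schedule: 6 h compound exposure at 37 °C, 5% CO2 | Detection: Steady-Glo luciferase glow luminescence, 10 min after reagent addition | Read-out basis: Activation, % of tunicamycin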
# Gli-Sufu block: Gli-Sufu pathway antagonism. inhibition, % at 5 µM. 340,000 tested, 0.74% active. Sufu-KO-LIGHT fibroblasts, Gli luciferase reporter luminescence. AID 588413;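 active = inhibition above about 55%, limit read from the data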;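 note: 0% = DMSO-treated cells and 100% = wells with medium but no cells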
# CXCR6 inh: inhibitors of human CXCR6 receptor. O00574. CHO-K1 PathHunter CXCR6 beta-arrestin, luminescence. inhibition, % at 20 µM. 360,000 tested, 0.36% active; in the data active = inhibition above about 34%, passing the limit was not always enough;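 note: antagonist mode with CXCL16 agonist at 10 nM final; 0% = 10 nM CXCL16 with DMSO and 100% = unstimulated wells without agonist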
# CHOP UPR activ: apoptotic UPR (CHOP) activation | CHO-CHOP luciferase reporter, luminescence; percent of tunicamycin response over DMSO baseline | activation, % at 10 µM | 330,000 tested, 0.34% active;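 active = at 10 µM dose, activation of 40% or more, normalized to positive control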;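 note: 100% = tunicamycin at 10 µg/mL and 0% = DMSO alone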
#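 System: CHO CHOP reporter cells. Amount: 500 cells per well. Buffer or medium: F12 medium, 10% FBS. Compound dosing: one dose, 10 µM in 0.5% DMSO. Incubation: 6 h compound exposure at 37 °C after overnight seeding. Technique: Steady-Glo luciferase luminescence. Benchmarks: tunicamycin and DMSO controls.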
# Mdm2-MdmX inh: inhibitors of human Mdm2/MdmX interaction. inhibition, % at 8 µM. O15151+Q00987. SaOS-2 split-luciferase Mdm2/MdmX complementation, luminescence. 330,000 tested, 3% active;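 active = inhibition of at least 50% at 8 µM in the primary screen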
# Jurkat NFkB inh: inhibitors of the PMA/ionomycin-induced NF-kB reporter in Jurkat cells; PMA/ionomycin-induced NF-kB luciferase reporter, luminescence; inhibition, % at 4 µM; 330,000 tested, 0.53% active; AID 435003; in the data active = inhibition above about 50%
# Numbers without * were called inactive; x = no result given; & = joins results of further samples. Rows are unselected; about 5% have a hit in one of these screens.
SMILES,EBI2 antag,CCR6 antag,697 NFkB inh,XBP1 UPR activ,Gli-Sufu block,CXCR6 inh,CHOP UPR activ,Mdm2-MdmX inh,Jurkat NFkB inh
O=c1cc(CO)oc(C(Nc2ccccn2)c2ccccc2F)c1O (stereo not drawn),-13,4,8,-4,-3,0,1.1,0,8
O=c1oc2cc(O[C@@H]3OC[C@@H](O)[C@H](O)[C@H]3O)ccc2c2ccccc12,-14,4,-10,-2,23,-3,-2.3,21,-21
Cc1nnc(Cl)c2nn(-c3ccccc3)c(C)c12,3,-5,-56,2,-10,-4,1.5,-9,8
CNC(=O)COC(=O)c1c2c(nc3ccccc13)CCC2,0,-7,0,1,8,-17,-0.5,-10,-11
C[n+]1c2n(c3ccccc31)N=C(c1ccccc1)CS2,-1&5,14&-9,-29&1,-2&2,60*,2&2,-2.4&-1.9,14&14,0&14
COc1cc(O)oc1C=Nc1ccc(C(=O)O)cc1,2,6,-4,-2,-4,-9,0.1,14,2
O=C1CC(c2ccccc2F)C2=C(COC2=O)N1 (stereo not drawn),4,-10,20,-1,8,-9,0.6,14,19
O=[N+]([O-])c1cc2c(cc1/C=N/NS(=O)(=O)c1ccc(Br)cc1)OCO2,-2,-9,11,3,1,-7,-1.1,2,-13
Cc1cccc(N(C)S(=O)(=O)c2csc(C(N)=O)c2)c1,8,11,-7,-4,14,2,-0.6,13,-13
CCc1ccc(-c2csc(NC(=O)c3cccnc3)n2)cc1,7,0,-70,5,13,-5,7.3,14,6
Cc1ccc(NC(=O)CSCc2n[nH]c(=O)[nH]2)c(Br)c1,-3,1,9,-1,2,-9,-0.4,16,5
Cc1cccc(NC(=S)N(CCN2CCOCC2)Cc2cc3cc4c(cc3[nH]c2=O)OCCO4)c1,-1,16,5,-2,22,-6,-1.5,34,-4
COc1ccc(/C=C/C(=O)Nc2ccccc2C(=O)NCC(c2ccc(OC)cc2)N(C)C)cc1 (stereo not drawn),22,7,-14,9,-10,-1,6.1,43,-15
COc1ccc(CNC(=O)C(C)Sc2ccc(S(=O)(=O)N3CCOCC3)cn2)cc1 (stereo not drawn),-4,4,6,1,-3,3,1.0,9,2
CCCn1nc(C(=O)NNC(=O)Cc2ccc(S(=O)(=O)N3CCOCC3)s2)c2ccccc2c1=O,0,14,-8,4,-3,2,-0.4,12,4
O=C(O)CCC(=O)c1ccc2c(c1)OCCCO2,-4,15,-24,-2,-10,1,1.2,-1,-19
CCCN(CC(=O)Nc1ccccc1OC)CC(=O)c1c(N)n(Cc2ccccc2)c(=O)n(C)c1=O,10,15,x,x,0,6,x,x,x
COc1ccc(CNC(=O)CCSCc2ccccc2Cl)c(OC)c1,7,17,4,-1,-1,6,-0.1,19,12
CCOC(=O)CSc1nc2c(cnn2-c2ccc(F)cc2)c(=O)[nH]1,2,0,3,-1,5,-8,-0.1,-13,9
COc1ccc(CCNC(=O)c2ccc3c(c2)N(Cc2ccccc2)CCS3)cc1OC,-17,1,-21,-7,10,0,1.0,60*,3
CC(=O)c1cc(NC(=O)c2ccccc2)c(=O)oc1C,-4,-11,-9,8,-7,8,2.3,-12,4
CCN(CC(=O)Nc1ccccc1C(F)(F)F)C(=O)CCS(=O)(=O)c1ccc(Cl)cc1,1,2,9,-2,-2,6,0.4,-3,2
Cc1cc(C)c(Cn2cnc(-c3ccc([N+](=O)[O-])cc3)c2)c(C)c1,42,9,-6,-6,55*,-4,-0.7,4,-6
CCOc1ccc(C(=O)Cn2cnnc2C#N)cc1,15,-9,6,0,-14,2,1.1,-12,9
Cc1ccc(SCC(=O)Nc2cccc(NC(=O)c3ccco3)c2)cc1,4,8,7,9,-17,-1,-0.1,20,0

# Complete entries, looked up by structure. Order of values: EBI2 antag | CCR6 antag | 697 NFkB inh | XBP1 UPR activ | Gli-Sufu block | CXCR6 inh | CHOP UPR activ | Mdm2-MdmX inh | Jurkat NFkB inh
# O=[N+]([O-])c1cc2c(cc1/C=N/NS(=O)(=O)c1ccc(Br)cc1)OCO2 is listed as -2 | -9 | 11 | 3 | 1 | -7 | -1.1 | 2 | -13
# Cc1nnc(Cl)c2nn(-c3ccccc3)c(C)c12 is listed as 3 | -5 | -56 | 2 | -10 | -4 | 1.5 | -9 | 8
# CC(=O)c1cc(NC(=O)c2ccccc2)c(=O)oc1C is listed as -4 | -11 | -9 | 8 | -7 | 8 | 2.3 | -12 | 4
# CCCn1nc(C(=O)NNC(=O)Cc2ccc(S(=O)(=O)N3CCOCC3)s2)c2ccccc2c1=O is listed as 0 | 14 | -8 | 4 | -3 | 2 | -0.4 | 12 | 4
# Cc1cccc(NC(=S)N(CCN2CCOCC2)Cc2cc3cc4c(cc3[nH]c2=O)OCCO4)c1 is listed as -1 | 16 | 5 | -2 | 22 | -6 | -1.5 | 34 | -4

# Taken from above.
# Cc1ccc(SCC(=O)Nc2cccc(NC(=O)c3ccco3)c2)cc1 in Gli-Sufu block is entered as -17
# Cc1ccc(NC(=O)CSCc2n[nH]c(=O)[nH]2)c(Br)c1 in CHOP UPR activ is entered as -0.4
# CC(=O)c1cc(NC(=O)c2ccccc2)c(=O)oc1C in EBI2 antag is entered as -4
# Cc1cccc(NC(=S)N(CCN2CCOCC2)Cc2cc3cc4c(cc3[nH]c2=O)OCCO4)c1 in CXCR6 inh is entered as -6
# C[n+]1c2n(c3ccccc31)N=C(c1ccccc1)CS2 in Mdm2-MdmX inh is entered as 14&14
# O=c1oc2cc(O[C@@H]3OC[C@@H](O)[C@H](O)[C@H]3O)ccc2c2ccccc12 in CXCR6 inh is entered as -3
# CCCn1nc(C(=O)NNC(=O)Cc2ccc(S(=O)(=O)N3CCOCC3)s2)c2ccccc2c1=O in EBI2 antag is entered as 0

# Continuation:
SMILES,EBI2 antag,CCR6 antag,697 NFkB inh,XBP1 UPR activ,Gli-Sufu block,CXCR6 inh,CHOP UPR activ,Mdm2-MdmX inh,Jurkat NFkB inh
Cc1ccc(NC(=O)c2sccc2-n2cccc2)c(C)c1,4,23,-27,-2,-4,-13,5.2,-19,-5
CC(C)Cc1ccc(C(C)/C=C2/CCC(CN3CCCCC3)C2=O)cc1 (stereo not drawn),12,5,x,x,-6,-9,x,x,x
Nc1nnnn1/N=C/c1ccc(N2CCCCC2)c([N+](=O)[O-])c1,3,5,-25,5,-22,13,1.6,-23,-27
CCNC(=S)Nc1cc(Cl)ccc1Oc1ccccc1,-1,-14,-10,-4,3,-7,-2.0,2,6
COc1ccc(-c2cn3cc(C(=O)NN)ccc3n2)cc1,-14,-20,-52,-2,-87,4,3.1,-21,-74
CCN(C(=O)c1cccs1)c1nc(-c2ccc(OC)cc2)cs1,24,8,-36,3,-33,-3,5.5,-74,-59
COc1cc(OC)cc(C(=O)NC(=S)Nc2cc3oc4ccccc4c3cc2OC)c1,17,25,-28,15,4,15,101*,72*,-11
CCCCS(=O)Cc1ccccc1 (stereo not drawn),-7,-22,8,0,-5,-3,-0.4,-4,5
CCC(=O)c1ccc(OCC(=O)NC2CCCC2)cc1,4,5,7,1,-1,5,-1.1,19,-27
Cc1ccccc1OCCn1cc(C(=O)O)c2ccccc21,-11,3,2,-3,17,-3,-0.9,-33,16
CC/C(=N/NC(=O)CNc1ccc(Cl)cc1C)c1ccccc1,1,9,-8,-1,-8,-10,-0.7,22,-9
CC1CC(C)CN(CCCn2c(=S)[nH]c3ccccc3c2=O)C1 (stereo not drawn),-3,13,11,-2,0,-3,-0.8,-4,-6
CCCC1S/C(=N/N=C/c2ccc(OC)cc2)N(Cc2ccccc2)C1=O (stereo not drawn),25,6,-4,-1,-3,-8,1.8,34,-10
OC1C[N+]2(CCCCC2)C1,-10,-6,2,-3,1,-1,-0.7,3,0
O=C(NC12CC3CC(CC(C3)C1)C2)c1cccnc1,1,-27,7,-2,-2,-4,-1.8,10,4
NC1=NC(=O)/C(=C/c2cn(CCC(=O)O)nc2-c2ccc(Cl)cc2)S1,-11,14,x,x,-32,4,x,x,x
Cc1cc(C)cc(N(CC(=O)NC2CCCC2)C(=O)C2(C)CC(=O)N=C3C=CC=CN32)c1 (stereo not drawn),-2,-13,-1,-5,-7,1,-1.5,19,8
COc1cccc(CN(C)C(=O)c2cc(S(=O)(=O)NCc3ccccc3)ccc2C)c1OC,2,4,11,3,-1,-11,0.9,34,9
COc1ccc(CC(=O)Nc2cc(=O)n(C)c(=O)n2C)cc1OC,-1,-1,-2,0,5,-13,0.4,-1,-1
CN(CCCNC(=O)Cn1cc2c(n1)CCCC2)C1CCCCC1,-6,6,3,-1,3,4,-1.4,4,-3
CCOc1ccc(C2C(C(=O)c3ccco3)=C(O)C(=O)N2Cc2cccnc2)cc1OC (stereo not drawn),-2,7,-7,-4,0,1,-1.0,4,-11
CCC12CN3CCN(CC(C3)/C1=N\NC(=O)c1ccc(F)cc1)C2,1,-5,-1,-5,-1,-4,-1.2,-10,3
CCOC(=O)N1CCC(NC(=O)c2cc(COc3c(C)cccc3C)on2)CC1,5,21,2,-4,-5,-8,3.5,16,6
Cc1cc(NC(=O)CCN2C(=O)C3C4C=CC(C4)C3C2=O)ccc1Br (stereo not drawn),1,9,-4,1,-3,9,1.8,-12,8
Cc1cc(C)n(C(=O)c2ccc([N+](=O)[O-])c(Cl)c2)n1,-10,3,-2,0,-1,4,1.5,25,0
O=C(COc1ccc(Cl)cc1Cl)NCCCNC(=O)c1cnccn1,0,7,-2,-4,-3,6,2.3,18,5
O=C1C=C(c2ccccc2)CO1,8,-3,x,x,3,-5,x,x,x
CC1(C)CC(=O)C=C(NCCN2CCN(C(=S)Nc3ccccc3)CC2)C1,8,5,9,-3,0,2,0.6,24,8
C[C@H](O)[C@@]1(O)CC[C@H]2[C@@H]3CC[C@@H]4C[C@H](O)CC[C@]4(C)[C@H]3CC[C@@]21C,-2,4,-1,-2,3,8,-0.8,5,3

# 3 structures out of the list, sorted by heavy-atom count, high to low.
SMILES,EBI2 antag,CCR6 antag,697 NFkB inh,XBP1 UPR activ,Gli-Sufu block,CXCR6 inh,CHOP UPR activ,Mdm2-MdmX inh,Jurkat NFkB inh
CCC12CN3CCN(CC(C3)/C1=N\NC(=O)c1ccc(F)cc1)C2,1,-5,-1,-5,-1,-4,-1.2,-10,3
Nc1nnnn1/N=C/c1ccc(N2CCCCC2)c([N+](=O)[O-])c1,3,5,-25,5,-22,13,1.6,-23,-27
Cc1ccc(NC(=O)c2sccc2-n2cccc2)c(C)c1,4,23,-27,-2,-4,-13,5.2,-19,-5

# Source: PubChem (Sanford-Burnham Center for Chemical Genomics)
